Source: PubChem (Sanford-Burnham Center for Chemical Genomics)
ER stress surv: protection against thapsigargin ER stress killing – CSM14.1 cells, ATP luminescence, primary screen; relative survival (cellular ATP), % at 15 µg/mL (by protocol); 48,000 tested, 0.33% active; CSM14.1 thapsigargin ER stress survival;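 active = survival measured by cellular ATP above 50% at 15 µg/ml in the first screen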;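 also: cell death triggered by about 15 µM thapsigargin; ATP read 24 h after thapsigargin was added; plate controls were thapsigargin with DMSO for no effect and DMSO without thapsigargin for full effect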
* hit, by the source's call.

SMILES	ER stress surv
CSc1nc(SC)c2c3c(sc2n1)COC(C)(C)C3	-3
COc1ccc(C(=O)Nc2ccc(I)cc2Cl)cc1	-2
CC[n+]1c(/C=C/c2ccc(-c3ccc([N+](=O)[O-])cc3)o2)ccc2ccccc21	-4
Cc1ccc(-c2nc3s/c(=C\c4cn(-c5ccccc5)nc4-c4ccccc4)c(=O)n3n2)cc1	1
CN1CCN(Cn2c(O)c(N=NC(=O)CO/N=C/c3ccccc3Cl)c3ccccc32)CC1	-3
CCOC(=O)C(CCc1nnc(N)s1)C(=O)OCC	7
O=C(CC(Nc1cccc([N+](=O)[O-])c1)c1ccc(Cl)cc1)c1ccccc1 (stereo unspecified)	9
COC(=O)C1=C(C)NC2=C(C(=O)c3ccccc32)C1c1cc2c(cc1Br)OCO2 (stereo unspecified)	11
NC(=O)Cn1c(-c2nonc2N)nc2ccccc21	-2
Cc1cc(/C=C2\NC(=S)NC2=O)c(C)n1-c1cccc([N+](=O)[O-])c1	-2
COC(=O)C1=NN(C(=O)c2cccc(OC)c2)C(C)(O)C1 (stereo unspecified)	-3
COc1ccccc1CNC(=O)c1ccc(CN(c2ccccc2)S(=O)(=O)c2ccccc2)cc1	8
CCCOc1cccc(C(=O)Nc2scc(-c3ccccc3Cl)c2C(=O)OC)c1	-1
O=[N+]([O-])c1ccc(Cl)c(-n2ncnc2-c2ccc(Br)cc2)c1	-1
Cn1/c(=N/N=C/c2c(F)cccc2Cl)sc2ccccc21	2
COc1ccc(/C=C/C(=O)c2c3c(c(C)[nH]c2=O)CCCC3)cc1	-6
C/C(=N\NC(=O)c1cc(-c2ccccc2)n[nH]1)c1cccc([N+](=O)[O-])c1	5
Nc1ccc(S(=O)(=O)O)c2cccc(S(=O)(=O)O)c12	5
CC1=C(C(=O)Nc2ccccc2)C(c2ccc(Cl)cc2)C(C(=O)Nc2ccccc2)=C(C)N1	2
CCc1ccccc1N(CC(=O)Nc1ccc(Br)cc1)S(C)(=O)=O	0
CC(C)(C)NC(=O)CCN1C(=O)c2ccccc2C1=O	2
Cn1ccnc1Sc1ccc(C2Nc3ccc4ccccc4c3C3=C2C(=O)CC(C)(C)C3)cc1[N+](=O)[O-] (stereo unspecified)	0
N#C/C(=C\c1ccc(-c2ccc(C(=O)O)cc2)o1)C(=O)NCc1ccco1	-2
c1ccc(C2N(c3ccccc3)CCN2c2ccccc2)cc1	-8
CCOc1ccc(NCC(=O)N/N=C/c2c[nH]c3ccccc23)cc1	0
NC(=O)c1ccc(NC(=O)CCN2C(=O)c3cccc([N+](=O)[O-])c3C2=O)cc1	7
COc1ccc2c3c(c(=O)oc2c1)CCCC3	3
CS(=O)(=O)NCCCNc1ccc(C(F)(F)F)cc1[N+](=O)[O-]	-4
CCOC(=O)C(C(=O)OCC)C(C(=O)OCC)(C(=O)OCC)C(C(=O)OCC)C(=O)OCC	-5
CC(C)(CO)N=C1NS(=O)(=O)c2cc([N+](=O)[O-])ccc21	6
Cc1ccccc1NC(=O)CCN1C(=O)S/C(=C\c2ccccc2)C1=O	2
CC(=O)N1CCN=C1Nc1c(Cl)cccc1Cl	10
Cc1ccc(S(=O)(=O)Nc2ccc(N3CCCCC3)cc2)cc1[N+](=O)[O-]	9
O=C(Nc1ccc(Oc2ccccc2)cc1)c1cc2ccccc2oc1=O	13
O=C(Nc1nc(-c2ccc(Cl)cc2)cs1)c1sc2ccccc2c1Cl	6
O=C(NCC(O)c1ccccc1)C(=O)Nc1ccc(F)cc1 (stereo unspecified)	9
Cc1nc2ccccc2n1C1CC(=O)N(c2ccc(Br)cc2)C1=O (stereo unspecified)	4
CC(=O)N(c1ccc(Br)cc1)C1SC(=O)N(c2cccc(C)c2)C1=O (stereo unspecified)	3
COc1cc(C(=O)Nc2nc3c(C)cccc3s2)cc(OC)c1OC	0
CC(C)Oc1ccc(C(=O)N2CCC(Cc3ccccc3)CC2)cc1	3
Cc1cc(Cl)ccc1OCCCC(=O)N1CCN(c2cccc(C)c2C)CC1	2
CN(C)/C=C1\N=C(c2ccc3c(c2)OCO3)OC1=O	-1
COc1ccc(-c2cc(C(F)(F)F)n3nc(C(=O)O)c(Cl)c3n2)cc1	-5
CCOC(=O)c1sc(NC(=O)C2CC=CCC2C(=O)O)c(C(N)=O)c1C (stereo unspecified)	-2
O=C(c1ccc([N+](=O)[O-])cc1)N1CCN(c2nc(-c3ccccc3)c3cc(Cl)ccc3n2)CC1	8
CC(=O)Oc1ccc2occ(C(=O)c3ccccc3)c2c1	-1
O=C1CC(c2ccccc2)CC(O)=C1C=NCCC(c1ccccc1)c1ccccc1 (stereo unspecified)	7
CCC(CC)=N/N=C1/NC(=O)C(CC(=O)Nc2ccc(C(=O)O)cc2)S1 (stereo unspecified)	6
O=C1CC(Cc2ccc(Cl)cc2)C(=O)N1c1ccc2ccccc2n1 (stereo unspecified)	7
CCCCc1nc(N)c(C#N)c(-c2ccco2)c1CCC	3

(listing goes on)
SMILES	ER stress surv
O=C(NCCOc1ccccc1Cl)c1cc(F)c(F)cc1Cl	18
O=C(Nc1ccc(-c2cnc(-c3ccc(NC(=O)c4ccco4)cc3)nc2)cc1)c1ccco1	4
COc1ccc(C(=O)Nc2cccc3nsnc23)cc1	9
COc1cc(C2/C(=C(/O)c3ccccc3)C(=O)C(=O)N2c2cccc(C(F)(F)F)c2)ccc1O (stereo unspecified)	11
CC(=O)Nc1cc(C(F)(F)F)cc(C(F)(F)F)c1	-2
Cc1cc(C)cc(OCC(=O)NNC(=O)c2c(C)cc(C)cc2C)c1	-4
N#Cc1c2n(c3c(=O)n(CC(=O)c4ccccc4)cnc13)CCCCC2	-1
CCOC(=O)C(C#N)C1(c2ccc(OC)cc2)CCOC(C)(CC)C1 (stereo unspecified)	2
Cc1ccc(N2CC(C(=O)N/N=C/c3c(F)cccc3Cl)CC2=O)cc1 (stereo unspecified)	2
C=C/C(=C\C=C(/C)F)NC(=O)/C(C#N)=C\c1cc(Cl)cc(Cl)c1Cl	-2
O=C1c2cc(S(=O)(=O)Nc3ccc(F)cc3)ccc2-c2ccc(S(=O)(=O)Nc3ccc(F)cc3)cc21	16
CCOc1ccc(C=C2C(=O)NC(=O)NC2=O)cc1Cl	-1
c1cc2c(cc1-c1nnc(-c3ccc4c(c3)OCO4)o1)OCO2	3
CC(=O)c1sc(Nc2ccc(Br)cc2)nc1C	-8
Cc1ccc(CN2CCN(N=Cc3cccc(Br)c3)CC2)c(C)c1	-6
O=C(/C=C/c1ccco1)Nc1ccc(N2CCOCC2)cc1	11
CCOc1cccc(/C=N\N2CCN(c3ccccc3OC)CC2)c1O	6
CCN(CC)C(=O)c1sc(NC(=O)/C=C/c2cccs2)c(C(=O)OC(C)C)c1C	6
Cc1[nH]n(-c2ccccc2)c(=O)c1N=Nc1ccccc1Br	-1
CCOc1cccc2c1N(C(=O)c1ccc(C)cc1)C(C)(C)C(=S)C2=C1SC(C(=O)OC)=C(C(=O)OC)S1	11

Individual results from above:
ER stress surv, `Nc1ccc(S(=O)(=O)O)c2cccc(S(=O)(=O)O)c12` stands at 5
ER stress surv, `COc1cc(C2/C(=C(/O)c3ccccc3)C(=O)C(=O)N2c2cccc(C(F)(F)F)c2)ccc1O` (stereo unspecified) stands at 11
ER stress surv, `CC(=O)c1sc(Nc2ccc(Br)cc2)nc1C` stands at -8
ER stress surv, `O=C(NCCOc1ccccc1Cl)c1cc(F)c(F)cc1Cl` stands at 18
ER stress surv, `N#C/C(=C\c1ccc(-c2ccc(C(=O)O)cc2)o1)C(=O)NCc1ccco1` stands at -2

Next part:
SMILES	ER stress surv
Cc1coc2cc3oc(=O)cc(C)c3cc12	2
O=C(N=Nc1c(O)n(CN2CCCCC2)c2ccc(Br)cc12)c1cccnc1	0
COc1ccc(Cl)cc1NC(=O)C1=C(C)NC(=S)NC1c1cccc(Cl)c1 (stereo unspecified)	-2
CCCN(CCC)CCSc1nc(O)c(C(C)C)c(=O)[nH]1	3
COc1cc(/C=C2\C(=O)N(c3cccc(Cl)c3)N=C2C)cc(Cl)c1O	4
COC(=O)C1=C(C)N(c2ccc(C)cc2)C(=O)/C1=C\c1cccc(OC)c1O	2
CCC1CCCCN1CCCCOc1cccc(Cl)c1 (stereo unspecified)	-3
COc1ccc(-c2nc3cc(NC(=O)c4cccc([N+](=O)[O-])c4C)ccc3o2)cc1Br	-3
CSc1nc2ccc(NC(=O)CSc3nc4ccc([N+](=O)[O-])cc4s3)cc2s1	3
O=[N+]([O-])c1ccc(C2Nc3ccc(I)cc3C3C=CCC32)cc1 (stereo unspecified)	3

Looked up by compound from the entries so far, 6 records:
SMILES	ER stress surv
COc1ccc(Cl)cc1NC(=O)C1=C(C)NC(=S)NC1c1cccc(Cl)c1 (stereo unspecified)	-2
COC(=O)C1=C(C)N(c2ccc(C)cc2)C(=O)/C1=C\c1cccc(OC)c1O	2
O=[N+]([O-])c1ccc(C2Nc3ccc(I)cc3C3C=CCC32)cc1 (stereo unspecified)	3
CCCN(CCC)CCSc1nc(O)c(C(C)C)c(=O)[nH]1	3
COc1cc(/C=C2\C(=O)N(c3cccc(Cl)c3)N=C2C)cc(Cl)c1O	4
O=C(N=Nc1c(O)n(CN2CCCCC2)c2ccc(Br)cc12)c1cccnc1	0

Later entries:
SMILES	ER stress surv
CCC(=NCc1ccco1)c1c(C(F)(F)F)[nH]n(-c2nc3ccccc3s2)c1=O	7
COc1ccc(N2Cc3ccc(C(=O)N/N=C\c4ccc(Br)cc4)cc3C2)cc1	2
O=C1NC(=O)N(c2cccc(F)c2)C(=O)/C1=C/c1ccc(OCc2cccc(C(=O)O)c2)cc1	1
C=CCOc1ccc(/C=C2\C(=O)NC(=O)N(c3cc(C)cc(C)c3)C2=O)cc1	1
CC(=C\c1ccccc1)/C=C1/SC(=S)N(c2cccc(F)c2)C1=O	7
Cc1ccc(C(=O)N(C)C2CCCCC2)cc1[N+](=O)[O-]	-2
O=C(NCc1cccnc1)C(=O)Nc1ccccc1Cl	7
Cc1ccc(/C=C(/C#N)C(=O)Nc2cccc(Br)c2)o1	-3
O=C(Nc1cccc(Cl)c1Cl)C(c1ccccc1)c1ccccc1	-1
CCOC(=O)c1ccc2c(c1)C1C=CCC1C(c1cccc([N+](=O)[O-])c1)N2 (stereo unspecified)	-1
O=S(=O)(c1ccc(Cl)cc1)N1CCN(C/C=C/c2ccccc2)CC1	34
Cc1cccc(C(C)C)c1NC(=O)c1cccc(Br)c1	6
COc1ccc(S(=O)(=O)N2CCN(Cc3cccnc3)CC2)cc1	10
NC(=O)c1ccccc1N=Cc1ccco1	-15
Oc1ccccc1C(O)(c1ccccc1)c1ccccc1	0
Cn1c2ccccc2c2nnc(SCc3ccccc3Cl)nc21	3
O=C1CCCC2=C1C(c1ccco1)Nc1ccccc1N2 (stereo unspecified)	3
CCCn1c(=N)n(CC(O)c2ccc(C)cc2)c2ccccc21 (stereo unspecified)	-6
CCOc1ccc(Oc2cc(NC(=O)c3ccco3)cc([N+](=O)[O-])c2)cc1	-4
COC(=O)C1=C(C)N(c2ccc(C)cc2)/C(=C\c2ccc(OCC(N)=O)cc2)C1=O	-3

A run of entries from the list above, for reference:
SMILES	ER stress surv
CCCn1c(=N)n(CC(O)c2ccc(C)cc2)c2ccccc21 (stereo unspecified)	-6
CCOc1ccc(Oc2cc(NC(=O)c3ccco3)cc([N+](=O)[O-])c2)cc1	-4
COC(=O)C1=C(C)N(c2ccc(C)cc2)/C(=C\c2ccc(OCC(N)=O)cc2)C1=O	-3

Carrying on.
SMILES	ER stress surv
COc1ccc(-c2nc3cc(N)ccc3o2)cc1OC	-1
COc1cc(/C=C2\C(=O)N(c3ccc(S(N)(=O)=O)cc3)N=C2C)ccc1OCc1ccccc1	-2
Cc1ccc(Cl)cc1NC(=O)c1cnccn1	6
O=C(Nc1ccc(OC(F)(F)F)cc1)c1cc2ccccc2o1	1
CCOc1ccc(/C=C2/SC(=S)N(c3ccccc3OC)C2=O)cc1	-3
COc1ccc(NC(=O)c2ccc(CN3CCOCC3)cc2)cc1OC	-2
CCOc1ccc2nc(NC(=O)C(c3ccccc3)c3ccccc3)sc2c1	5
Cc1ccccc1-c1nnc(NC(=O)Nc2ccccc2)s1	-2
COc1cc(/C=C2\C(=O)N(c3ccc(S(N)(=O)=O)cc3)N=C2C)cc(Cl)c1OCc1ccccc1	4
COC(=O)c1c(NC(=O)c2cccc(F)c2)sc2c1CCC(C)C2 (stereo unspecified)	9
Cc1cc(C(=O)Nc2ccc(S(=O)(=O)Nc3nccs3)cc2)ccc1[N+](=O)[O-]	16
CC(=O)CCc1oc2ccc(NC(C)=O)cc2c1-c1ccc(C)o1	3
Cc1ccc(N2C(=O)CC(N3CCC(C(N)=O)CC3)C2=O)c(Br)c1 (stereo unspecified)	7
CC(C)C(=O)N1c2ccccc2NC2=C(C(=O)CC(c3ccccc3)C2)C1c1ccco1 (stereo unspecified)	3
CCN(CC)C(=O)c1sc(NC(=O)c2ccc(C(C)(C)C)cc2)c(C(=O)OC)c1C	-1
Cc1ccc(OCC(=O)Nc2ccccc2Cl)c(C)c1	3
O=S(=O)(NCCCO)c1ccc2c(c1)Cc1cc(S(=O)(=O)NCCCO)ccc1-2	10
CCN(CC)C(=O)c1ccccc1-c1ccccc1C(=O)O	2
COCCN1C(=O)/C(=C\c2ccc(-c3ccc(Br)cc3)o2)SC1=S	2
COc1ccc(/C=N\NC(=O)c2ccc([N+](=O)[O-])cc2)cc1Cl	5
O=C(c1cccs1)N1CCN(c2cc(N3CCCCC3)c(F)cc2[N+](=O)[O-])CC1	-4
O=C1NC(=O)/C(=C\c2ccc(O)cc2)S1	4
O=C1CC(=O)N2N=C(c3ccccc3)SC2=N1	9
COc1ccccc1C(=O)N1CCN(C(=O)CC(C)C)CC1	0
CC1=NN(c2ccc(S(N)(=O)=O)cc2)C(=O)/C1=C\c1ccc(-c2ccc(S(N)(=O)=O)cc2)o1	-3
CCc1c(O)nc2n(c1=O)CCCS2	0

Only part of the results is shown. The share of hits here may be higher or lower than overall.
